RGS4 block: RGS4 inhibitors, primary screen, cell-based, HEK293 M3R inducible RGS4, calcium flux. Fluo-4 calcium flux; hits give high values; triggered by carbachol at its EC20. B-score at 10 µM. 310,000 tested, 0.45% active. AID 463165, 2010;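 active = B-score, a plate-corrected calcium signal, over three deviations above library mean, with baseline fluorescence within five deviations of library mean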;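 also: RGS4 expression induced by doxycycline in cells with stable M3 receptor; B-score is computed from the integrated fluorescence ratio over baseline after carbachol; higher B-score means a larger calcium signal and so more RGS4 inhibition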
RGS4 act: RGS4 potentiators or activators, primary screen, cell-based, HEK293 M3R inducible RGS4, calcium flux | carbachol calcium flux Fluo4; hits give low values | B-score at 10 µM | 310,000 tested, 0.92% active;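 active = B-score of the integrated calcium signal more than 4 SD below the library mean, with starting fluorescence not abnormally high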;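 also: negative B-score means reduced calcium response which marks RGS4 activation or potentiation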
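Also added: carbachol at ECmax as muscarinic agonist stimulus; Assay system: HEK293 cells with stable M3R and inducible RGS4; Timing: overnight RGS4 induction, 30 min dye load 37 °C, 20 min compound RT; Measured by: Fluo4-AM (2 µM) calcium-flux fluorescence, kinetic read.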
KCNQ1 act: potentiators or activators of KCNQ1 channel, primary screen, cell-based, thallium flux, high-throughput | Potassium voltage-gated channel subfamily KQT member 1 (Homo sapiens), P51787 | CHO-K1 KCNQ1, thallium flux FluxOR fluorescence; hits give high values | B-score at 10 µM | 310,000 tested, 0.35% active;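 active = fluorescence ratio B-score, a plate-corrected score, at least three library SD, with initial intensity B-score within 5 SD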
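Doses: Single concentration per compound, DMSO matched to controls | Test system: KCNQ1-transfected CHO-K1 cells | Timing: 90 min dye loading and 20 min compound exposure, both at room temperature | Measured by: Kinetic FluxOR thallium fluorescence, 10-s 1-Hz baseline, 110-s post-stimulus read | Medium: Assay buffer with matched DMSO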
ANO1 block: TMEM16A chloride channel inhibitors, primary screen, cell-based, HTS | Anoctamin-1 (Mus musculus), Q8BHY3 | HEK293 TMEM16A/YFP iodide influx fluorescence, ionomycin | normalized B-score (activity score, 25-100; higher = stronger inhibition) at 10 µM | 310,000 tested, 1.2% active | AID 588511, 2011;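 active = ratio plate-corrected score three or more library SD toward inhibition, starting fluorescence score within five deviations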;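 also: score derived from kinetic fluorescence span divided by baseline fluorescence per well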
MrgX1 ag: agonists of human MrgX1 receptor, primary screen, HEK293 cells, Fluo-4 calcium flux | Fluo-4 calcium fluorescence, agonist mode; hits give high values | B-score at 10 µM | 310,000 tested, 0.44% active;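 active = calcium response B-score plate-corrected fluorescence ratio at least 3 library SD, with starting fluorescence B-score inside 5 SD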
Target sequence (Q96LB2 whole entry, looked up): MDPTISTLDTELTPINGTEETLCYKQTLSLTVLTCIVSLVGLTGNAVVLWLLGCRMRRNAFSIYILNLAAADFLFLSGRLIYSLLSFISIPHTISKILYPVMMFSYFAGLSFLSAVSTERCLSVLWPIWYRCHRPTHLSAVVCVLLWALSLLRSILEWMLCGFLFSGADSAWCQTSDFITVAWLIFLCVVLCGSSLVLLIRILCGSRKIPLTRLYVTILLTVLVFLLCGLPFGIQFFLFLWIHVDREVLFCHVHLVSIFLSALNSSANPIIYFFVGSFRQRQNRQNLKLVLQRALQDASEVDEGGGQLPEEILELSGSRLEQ
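Test system: Stable human MrgX1 HEK293 cell line | Schedule: Overnight plating before 1 h dye loading | Read-out basis: Baseline-normalised fluorescence change ratio, B-scored | Detection: Kinetic calcium dye fluorescence, Fluo-4 NW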
KCNK9 inh: KCNK9 potassium channel inhibitors, primary screen, HEK293 cells, thallium flux | FluxOR thallium flux fluorescence; hits give low values | B-score at 10 µM | 310,000 tested, 1.2% active | AID 488922, 2010;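 active = ratio B-score over 3 SD below the library mean, with starting fluorescence within 5 SD of its mean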;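 also: negative B-score means less thallium flux so channel inhibition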
Target sequence (Q9NPC2 whole entry, looked up): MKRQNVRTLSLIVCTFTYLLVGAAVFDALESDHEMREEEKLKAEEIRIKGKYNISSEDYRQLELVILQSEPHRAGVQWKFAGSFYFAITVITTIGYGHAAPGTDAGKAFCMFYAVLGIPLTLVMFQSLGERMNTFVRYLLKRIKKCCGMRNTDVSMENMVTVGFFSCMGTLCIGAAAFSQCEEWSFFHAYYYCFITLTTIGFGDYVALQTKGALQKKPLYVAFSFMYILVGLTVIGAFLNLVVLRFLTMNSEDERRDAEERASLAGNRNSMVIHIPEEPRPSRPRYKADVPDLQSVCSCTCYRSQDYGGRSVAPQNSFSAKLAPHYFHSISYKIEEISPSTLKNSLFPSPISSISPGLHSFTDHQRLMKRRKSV
hERG protect: hERG rescue from dofetilide block, primary screen, cell-based, CHO-hERG, FluxOR thallium flux, dofetilide IC70; Voltage-gated inwardly rectifying potassium channel KCNH2 (Homo sapiens), Q12809; dofetilide IC70 present; activation (rescue from dofetilide block), less the hit threshold, % at 10 µM; 310,000 tested, 0.51% active; AID 1511, 2009;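 active = activation above the mean of controls blocked by dofetilide plus 5 SD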;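 also: thallium influx through hERG after potassium depolarization seen as dye fluorescence rise; in these data hits start at about 4.7%; inactives centre near -7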
KCNK3 inh: human KCNK3 channel inhibitors, primary screen, CHO cells, FluxOR thallium flux, B-score; Potassium channel subfamily K member 3 (Homo sapiens), O14649; FluxOR fluorescence; hits give low values; B-score at 10 µM; 340,000 tested, 0.84% active; AID 602410, 2012;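 active = B-score under library mean minus 4 SD, starting fluorescence ratio at most library mean plus 5 SD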;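 also: more negative B-score means stronger inhibition of thallium flux through KCNK3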
Target sequence (O14649 whole entry, looked up): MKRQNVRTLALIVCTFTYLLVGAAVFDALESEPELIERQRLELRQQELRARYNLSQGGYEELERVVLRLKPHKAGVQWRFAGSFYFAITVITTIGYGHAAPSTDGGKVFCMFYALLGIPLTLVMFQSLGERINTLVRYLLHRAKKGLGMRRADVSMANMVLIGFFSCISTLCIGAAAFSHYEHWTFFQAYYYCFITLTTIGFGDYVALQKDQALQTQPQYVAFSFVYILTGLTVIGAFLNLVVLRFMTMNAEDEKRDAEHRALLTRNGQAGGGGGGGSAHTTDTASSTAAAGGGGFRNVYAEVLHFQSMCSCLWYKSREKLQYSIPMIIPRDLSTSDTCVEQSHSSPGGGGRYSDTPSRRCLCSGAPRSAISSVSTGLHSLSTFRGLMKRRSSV
MrgX1 allo act: positive allosteric modulators of MrgX1, primary screen, HEK293 cells, Fluo-4 calcium flux | B-score at 10 µM | 310,000 tested, 0.63% active | FDSS; hits give high values;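 active = plate-corrected calcium response at least 3 library SD above typical, normal starting fluorescence, not activating the receptor alone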;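 also: compound read alongside a low EC10 to EC30 dose of BAM8-22 agonist; peak minus trough fluorescence over baseline measured at the second addition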
KCNQ1 block: inhibitors of human KCNQ1 channel, primary screen, cell-based, thallium flux, high-throughput. 310,000 tested, 1.3% active. CHO-K1 KCNQ1, FluxOR thallium flux fluorescence; hits give high values. Potassium voltage-gated channel subfamily KQT member 1 (Homo sapiens), P51787. B-score at 10 µM;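 active = compounds whose thallium flux B-score, printed positive for inhibition, exceeds three library SD while starting fluorescence stays within three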;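 also: channel opened by potassium depolarization with thallium stimulus after 20 min compound exposure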
TMEM16A act: TMEM16A chloride channel activators or potentiators, primary screen, cell-based, HTS. HEK293 TMEM16A/YFP-H148Q/I152L, iodide quench fluorescence; hits give low values. B-score at 10 µM. 340,000 tested, 0.3% active;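 active = fluorescence-ratio B-score plate-corrected deviation score at least 3 library SD below zero, with starting fluorescence score within 5 deviations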;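 also: channel opened by trigger with iodide after compound preincubation; score built on the fluorescence ratio of max minus min over baseline; more negative score means more quench and so TMEM16A activation or potentiation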
The depositor's hits bear a star; i = inactive; . = not tested or not shown.

SMILES	RGS4 block	RGS4 act	KCNQ1 act	ANO1 block	MrgX1 ag	KCNK9 inh	hERG protect	KCNK3 inh	MrgX1 allo act	KCNQ1 block	TMEM16A act
CCCCN(CCCC)CCNC(=O)c1cn(C)c2ccc(S(=O)(=O)N3CCCC3)cc2c1=O	i	i	i	i	i	i	-4	i	i	i	i
Cc1c(C(=O)NCc2ccc3c(c2)OCO3)cccc1[N+](=O)[O-]	i	i	i	i	i	i	-4	i	i	i	i
O=C(NCCn1ccc2ccccc21)c1ccc(S(=O)(=O)N2CCCCC2)cc1	i	i	i	i	i	i	-13	i	i	i	i
Cc1ccc(S(=O)(=O)NC(=O)NC(=O)N(C)S(=O)(=O)c2ccc(C)cc2)cc1	i	i	i	i	i	i	-10	i	i	i	i
CC(NC(=O)CCc1nnc(CCCc2ccccc2)o1)c1ccccc1 (configuration not stated)	i	i	i	i	i	i	-8	i	i	i	i
O=C(NCc1ccccc1C(F)(F)F)C1CCC(=O)N(C2CC2)C1 (configuration not stated)	i	i	i	i	i	i	-8	i	i	i	i
CCC(=O)NCCCCCCNC(=O)CC	i	i	i	i	i	i	6.9*	i	i	i	i
O=C(Nc1cc(C(F)(F)F)ccc1Cl)C(Sc1nnc(-c2cccs2)o1)c1ccccc1 (configuration not stated)	i	i	i	i	i	i	-13	i	i	6*	i
O=C(CSC1=NCCS1)Nc1ccnc2ccccc12	i	i	i	100*	i	i	-23	i	i	i	i
CCOC(=O)C(C)Sc1nnc(CNC(=O)c2ccc(OC)cc2)n1C1CCCCC1 (configuration not stated)	i	i	i	i	i	i	-19	i	i	i	i
CC(=O)N1c2ccc(S(=O)(=O)NCCC(=O)N3CCC(C)CC3)cc2CC1C (configuration not stated)	i	i	i	i	i	i	-4	i	i	i	i
CCOC(=O)c1cccc(NS(=O)(=O)Cc2ccccc2)c1	i	i	i	i	i	i	-8	i	i	i	i
COc1ccc(C(=O)NC2CCN(CC(=O)N3CCCCC3)CC2)cc1	i	i	i	i	i	i	-8	i	i	i	i
Cc1ccc(Nc2nc3c([nH]2)c(=O)[nH]c(=O)n3C)cc1	i	i	i	i	i	i	-3	i	i	i	i
COc1cccc(NC(=O)CSc2nc(C)cs2)c1	i	i	i	i	i	i	-6	i	i	i	i
CCOc1ccccc1NC(=S)Nc1ncccc1C	i	i	i	i	i	i	-1	i	i	i	i
Cc1cc(C)c(C)c(S(=O)(=O)NC2CCCCC2)c1C	i	i	i	i	i	i	-9	i	i	i	i
COc1ccc(C(=O)CSC2=NS(=O)(=O)c3cc(Cl)ccc3N2)cc1	i	i	i	i	i	i	-1	i	i	i	i
S=C(Nc1ccccc1)N1CCn2c(nc3ccccc32)C1	i	i	i	i	i	i	-10	i	i	i	i
Cc1cc(O)c2c(C)c(CC(=O)N3CCN(C(=O)C4COc5ccccc5O4)CC3)c(=O)oc2c1 (configuration not stated)	i	i	i	i	i	i	-10	i	i	i	i
CC1c2ccsc2CCN1S(=O)(=O)c1ccccc1 (configuration not stated)	i	i	i	i	i	i	-15	i	i	i	i
CCNC(=S)NNC(=O)CSc1nc2ccccc2[nH]1	i	i	i	i	i	i	-14	i	i	i	i
S=c1[nH]nc(C2CC2)n1Cc1ccco1	i	i	i	i	i	i	-10	i	i	i	i
CC(=O)c1nn(-c2ccc(Cl)cc2)c(=O)[nH]c1=O	i	i	i	i	i	i	-12	i	i	i	i
O=C1CSC(=Nc2ccccc2[N+](=O)[O-])N1	i	i	i	i	i	i	-7	i	i	i	i
O=c1cc(-c2ccccc2)nc(SCCOc2ccccc2Cl)[nH]1	i	i	i	i	i	i	-14	i	i	i	i
CC1(C)NC(=O)N(CCCOc2ccc(Br)cc2Cl)C1=O	i	i	i	i	i	i	-10	i	i	i	i
O=C(NCCc1csc(-c2cccnc2)n1)c1ccccc1	i	i	i	i	i	i	-11	i	i	i	i
CCc1ccc(NC(=O)c2cc(Br)ccc2Br)cc1	i	i	i	i	i	i	-5	.	i	i	.
CCCC1(CCC)C(=O)NC(=NCCc2ccc(OC)c(OC)c2)NC1=O	i	i	i	i	i	i	-9	i	i	i	i
Cc1ccc(S(=O)(=O)c2nc(-c3ccc(F)cc3)oc2SCC(=O)NCC2CCCO2)cc1 (configuration not stated)	i	i	i	i	i	i	-17	i	i	i	i
O=C1C=C(Nc2cccc(Cl)c2)CC(c2ccco2)C1 (configuration not stated)	i	i	i	i	i	i	3	i	i	i	i
O=C(N/N=C/c1cccc(Cl)c1)c1c(O)c2c([nH]c1=O)CCCC2	i	i	i	i	i	i	-7	i	i	i	i
COc1ccc(-c2[nH]ncc2CN2CCC(N3CCSCC3)CC2)c(F)c1	i	i	i	i	i	i	-13	i	i	i	i
CCCN(CC(=O)Nc1cc(Cl)cc(Cl)c1)CC(=O)Nc1ccc(F)c(F)c1F	i	i	i	i	i	-13*	-10	i	i	6*	i
Cc1nc2nc(C)c(CCC(=O)N3CCOCC3)c(C)n2n1	i	i	i	i	i	i	-3	i	i	i	i
COc1ccc(/C=C/c2nnc(NC(=O)CC(C)C)s2)cc1	i	i	i	i	i	i	-9	i	i	i	i
Cc1ccc([N+](=O)[O-])cc1NC(=O)c1ccc(C(C)(C)C)cc1	i	i	i	i	i	i	-9	i	i	9*	i
O=C(O)c1cccnc1Br	i	i	i	i	i	i	-8	i	i	i	i
CCc1cccc(C)c1NC(=O)CSc1nc2ccccc2n1CC(=O)N(C)C	.	.	.	i	i	.	.	i	i	.	i
C/C(CC(=O)Nc1cccnc1)=N\NC(=O)C(C)Oc1ccc(Cl)cc1Cl (configuration not stated)	i	i	i	i	i	i	-10	i	i	i	i
COc1ccc(CN(C)CC(=O)Nc2sc3c(c2C#N)CCC3)cc1OC	i	i	i	i	i	i	-7	i	i	i	i
O=C(NNS(=O)(=O)c1ccc(F)cc1F)c1csc(-c2cccnc2)n1	i	i	i	i	i	i	-7	i	i	i	i
N#Cc1c(SCC(N)=O)nc2c(c1-c1ccncc1)CCCC2	i	i	i	i	i	i	-1	i	i	i	i
COc1ccc(N2CCN(CC(=O)Nc3cc(C)on3)CC2)cc1	i	i	i	i	i	i	3	i	i	i	i
Cc1ccc(C)c(SCc2nc3sc(C(=O)O)c(C)c3c(=O)[nH]2)c1	i	i	i	i	i	i	-10	i	i	i	i
Cc1cc(C(=O)CSc2nc3ccccc3c(=O)[nH]2)c(C)n1CC1CCCO1 (configuration not stated)	i	i	i	i	i	i	-6	i	i	i	i
CC(NC(=O)Cc1ccccc1)C1COc2ccccc2O1 (configuration not stated)	i	i	i	i	i	i	-8	i	i	i	i
CCN1CCCC1CNC(=O)C(=O)Nc1cccc(OC)c1 (configuration not stated)	i	i	i	i	i	i	-1	i	i	i	i
CCNc1nc(N2CCCC2)nc(N2CCCC2)n1	i	i	i	i	i	i	-15	i	i	i	i

Quoted at random: 4 entries already listed, in no set order.
SMILES	RGS4 block	RGS4 act	KCNQ1 act	ANO1 block	MrgX1 ag	KCNK9 inh	hERG protect	KCNK3 inh	MrgX1 allo act	KCNQ1 block	TMEM16A act
CCC(=O)NCCCCCCNC(=O)CC	i	i	i	i	i	i	6.9*	i	i	i	i
O=C(NCCn1ccc2ccccc21)c1ccc(S(=O)(=O)N2CCCCC2)cc1	i	i	i	i	i	i	-13	i	i	i	i
S=C(Nc1ccccc1)N1CCn2c(nc3ccccc32)C1	i	i	i	i	i	i	-10	i	i	i	i
O=C(NNS(=O)(=O)c1ccc(F)cc1F)c1csc(-c2cccnc2)n1	i	i	i	i	i	i	-7	i	i	i	i

Additional compounds
SMILES	RGS4 block	RGS4 act	KCNQ1 act	ANO1 block	MrgX1 ag	KCNK9 inh	hERG protect	KCNK3 inh	MrgX1 allo act	KCNQ1 block	TMEM16A act
COC(=O)CCCC(=O)NC1CCCc2c1cnn2-c1ccc(F)cc1F (configuration not stated)	i	i	i	i	i	i	-7	i	i	i	i
O=C1CC2(CCN(C(=O)c3ccc(Br)cc3)CC2)Oc2ccccc21	i	i	i	i	i	i	-11	i	i	i	i
Cc1cc(SCC(=O)NCCC2=CCCCC2)nc2ccccc12	i	i	i	i	i	i	-11	i	i	i	i
S=c1nc[nH]c2c1[nH]c1ccc(Cl)cc12	i	i	i	i	i	i	-7	i	i	i	i
COc1ccc(CC(=O)NCc2n[nH]c(=S)n2-c2ccc(F)cc2)cc1	i	i	i	i	i	i	-10	i	i	i	i
CCCCCC1CC(=O)C=C(C)C1C(=O)OC (configuration not stated)	i	i	i	i	i	i	-2	i	i	i	i
CCOC(=O)c1ccccc1NC(=O)CSc1ccccc1	i	i	i	i	i	i	-8	i	i	i	i
OC1CCN(Cc2cn(Cc3ccccc3)nc2-c2cc3ccccc3o2)CC1	i	i	i	i	i	i	-7	i	i	i	i
Cc1nnc(SCC(=O)NCc2cccs2)n1-c1ccccc1	i	i	i	i	i	i	-6	i	i	i	i
CC(C)[C@H](NC(=O)N1CC(=O)Nc2ccccc21)C(=O)N1CCC(C(=O)O)CC1	i	i	i	i	i	i	-7	i	i	i	i
O=C(c1cc(-c2ccc(O)cc2)on1)N1CCc2ccccc2C1	i	i	i	i	i	i	-15	i	i	i	i
CCC(C(=O)Nc1c(C)cc(C)cc1C)N1CCCCCC1 (configuration not stated)	i	i	i	i	i	i	-15	i	i	i	i
O=C(N/N=C/c1cccs1)c1cnccn1	i	i	i	i	i	i	-5	i	i	i	i
O=C(NCCCN1CCOCC1)C(c1ccccc1)c1ccccc1	i	i	i	i	i	i	-5	i	i	i	i
CC(C)(CSc1nncn1N)NS(=O)(=O)c1ccc(Cl)cc1	i	i	i	i	i	i	-8	i	i	i	i
